Screening data deposited in PubChem BioAssay by National Center for Advancing Translational Sciences (NCATS).
TDP1 cell CPT = DT40-hTDP1 cell growth loss with CPT; hit rate 12% among 420,000; AID 686979; chicken DT40 Tdp1-/-;hTDP1 cells + 20 nM CPT, ATP luminescence, 48 h; Potency, µM (top dose mostly 46.2 µM), without a hit: top-dose activity change, negative = growth inhibition, usual class: inhibitors; further: nearly all actives have a fitted effect of over 55% in size
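Chicken DT40 Tdp1-/- cells stably complemented with human TDP1 were seeded at 400 cells/well in medium containing 20 nM camptothecin, exposed to pin-transferred compounds, and grown at 37 °C for at least 48 hr. Viability was read as ATP luminescence.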
TDP1 block = blocks human tyrosyl-DNA phosphodiesterase 1. Q9NUW8. recombinant TDP1, AlphaScreen DNA substrate cleavage. Potency, µM (highest dose often 130 µM), for the others: at the highest dose activity change, negative = inhibition, actives largely listed as inhibitors. hit rate 0.28% among 350,000; further: nearly all actives have a fitted effect of over 40% in size
Target sequence (Q9NUW8 whole entry, looked up): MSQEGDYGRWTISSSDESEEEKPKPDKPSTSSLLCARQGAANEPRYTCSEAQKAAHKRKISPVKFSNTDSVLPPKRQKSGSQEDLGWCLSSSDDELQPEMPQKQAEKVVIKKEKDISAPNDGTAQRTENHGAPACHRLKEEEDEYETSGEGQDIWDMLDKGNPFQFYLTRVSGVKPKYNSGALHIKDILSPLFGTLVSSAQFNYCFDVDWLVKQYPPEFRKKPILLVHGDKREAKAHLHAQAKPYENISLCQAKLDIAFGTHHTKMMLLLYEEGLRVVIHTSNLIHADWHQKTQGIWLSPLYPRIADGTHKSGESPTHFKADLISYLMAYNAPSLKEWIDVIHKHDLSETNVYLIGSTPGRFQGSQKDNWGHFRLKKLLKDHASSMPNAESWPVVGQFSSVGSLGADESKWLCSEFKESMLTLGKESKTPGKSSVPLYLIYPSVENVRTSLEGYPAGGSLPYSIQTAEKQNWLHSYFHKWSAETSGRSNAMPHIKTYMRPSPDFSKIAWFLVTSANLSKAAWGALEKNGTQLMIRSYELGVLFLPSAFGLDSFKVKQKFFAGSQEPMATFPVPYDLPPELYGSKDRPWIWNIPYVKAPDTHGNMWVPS
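Here, a 5' biotin and 3' phosphotyrosine-FITC DNA oligonucleotide reports Tdp1 activity: intact substrate bridges AlphaScreen beads, while cleavage leaves a 3' phosphate and drops signal. All incubations at room temperature.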
DT40 TDP1 no CPT = qHTS for Inhibitors of human tyrosyl-DNA phosphodiesterase 1 (TDP1): qHTS in cells in absence of CPT | hit rate 15% among 420,000 | DT40 Tdp1-/- hTDP1 cells, no CPT, ATP luminescence, 48 h | Potency, µM (series often up to 46.2 µM), for the others: at the top dose activity change, negative = growth inhibition, actives largely listed as inhibitors; further: nearly all actives have a fitted effect of over 55% in size
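Seeded 400 DT40-hTDP1 cells/well (vehicle DMSO, no 20 nM CPT); pinned compounds; ≥48 hr at 37 °C; CellTiter-Glo luminescence as viability measure.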
An asterisk follows results filed as active; ? = inconclusive; nt = no result given; & = joins results of further samples; [ ] = dose if it differs, or a comment. The call rests on the fitted dose curve; in most records, active means well fitted curve in the direction sought with a large enough effect; inconclusive means small, poorly fitted or top-dose-only effect, or another doubt; inactive means no such curve, though single readings can be large; an effect the other way counts as inactive or inconclusive. On the % scale 0 is the no-effect control and ±100 the full control effect; potency means the concentration at half of the fitted maximal effect.

item | smiles | TDP1 block | DT40 TDP1 no CPT | TDP1 cell CPT
1 | CN1CCN(Cc2nc3c(c(=O)n(C)c(=O)n3C)n2Cc2cccc3ccccc23)CC1 | 4% | -27% | ?
2 | CCOc1[nH]n(-c2ccccc2)c(=O)c1C=Nc1ccccc1 | 10% | 5.8µM* | 6.5µM*
3 | CC(C)CC1c2[nH]c3ccccc3c2CCN1C(=O)c1cnccn1 (centres undefined) | 8% | -22% | -24%
4 | CCOC(=O)[C@]12CCCC=C1N(Cc1cccc3ccccc13)C(=O)[C@H](CC(=O)N1CCN(C(=O)C3CC3)CC1)C2 | nt | 21µM* | ?
5 | Cc1ccc(N(C(=O)c2ccc3c(c2)OCO3)C2C=CS(=O)(=O)C2)cc1 (centres undefined) | 5% | -3% | -18%
6 | Cc1ccsc1C(=O)OCC(=O)N1CC(C)CC(C)C1 (centres undefined) | 0% | -6% | -4%
7 | O=S(=O)(c1ccc(Cl)cc1)c1nc(-c2cccc(Br)c2)oc1NCc1ccccc1 | 6%[12.3 µM] | ? | ?
8 | Cc1cc(C)c(/C=C/c2onc(C)c2S(=O)(=O)N2CCC(C(=O)NCC(C)c3ccccc3)CC2)c(C)c1 (centres undefined) | 1% | 15µM* | 23µM*
9 | CC(=O)OCc1nc2sc(C)c(C)c2c(=O)[nH]1 | -4%[56.1 µM] | -7% | -24%
10 | CCOC(=O)c1c(NC(=O)c2nn(CC)cc2Br)sc(C)c1C | -3% | ? | 16µM*
11 | CC(=O)c1ccc(NS(=O)(=O)c2ccc(-c3cnc(C4CC4)o3)cc2)cc1 | 3%&6% | ? | -29%&-30%
12 | O=C(N=Nc1c(O)[nH]c2ccc(Br)cc12)c1cc(-c2cccc3ccccc23)n[nH]1 | 11% | ? | ?
13 | Cc1ccc(NC(CC(=O)c2ccccc2)c2ccc(F)cc2)cc1 (centres undefined) | 3% | ? | ?
14 | CCCCN(C(=O)c1ccc(S(=O)(=O)N(C)C)cc1)c1nc2ccccc2s1 | -8% | 2% | -8%
15 | O=S(=O)(NCc1csc(-c2cccnc2)n1)c1ccc(F)cc1 | 6% | -13% | -25%
16 | O=C(CN1C(=O)C2(SCC(=O)N2c2cccc(Cl)c2)c2ccccc21)NCc1ccccc1 (centres undefined) | 5% | ? | ?
17 | COc1ccccc1NC(=O)CCn1c(=O)oc2cc(Cl)ccc21 | -3% | ? | -30%
18 | O=C(CN1C(=O)c2ccccc2S1(=O)=O)NC1CCCCC1 | 0% | 0% | 1%
19 | Cc1ccc(NC(=O)Nc2cc(C)on2)cc1 | 6% | 0% | 7%
20 | COc1ccc(N2CCN(C(c3cccs3)C(C)NC(=O)c3ccc4c(c3)OCO4)CC2)cc1 (centres undefined) | 2% | 21µM* | ?
21 | Cc1nc2nc(SCC(=O)O)nn2c(C)c1Cc1c(F)cccc1Cl | 0%&8% | 5%&4% | 5%&-7%
22 | Cc1ccc(Cn2ncc3c(NCCCN(C)C)ncnc32)cc1 | nt | -1% | 1%
23 | CCNC(=O)C1(C)CCN(Cc2ccccc2C#N)C1 (centres undefined) | nt | -15% | -2%
24 | CSc1cccc(NC(=O)C2CCCN(C(=O)c3cnn(-c4ccc(F)cc4)c3-n3cccc3)C2)c1 (centres undefined) | 6% | 16µM* | 18µM*
25 | CC(=O)Nc1ccc(S(=O)(=O)NC(C)C(=O)NCC(c2ccco2)N2CCCCC2)cc1 (centres undefined) | 0% | -26% | 0%
26 | CCOC(=O)C(C)Oc1ccc(C2NC(=O)NC(C)=C2C(C)=O)cc1Br (centres undefined) | 4% | -12% | -25%
27 | CSc1ccc(S(=O)(=O)NCC(=O)OCC(=O)N(Cc2ccccc2)C(C)C)cc1[N+](=O)[O-] | nt | -21% | -12%
28 | CC(C)C(=O)Nc1nc2ccc(S(C)(=O)=O)cc2s1 | 0% | -20% | 8%
29 | O=S(=O)(NCC(c1ccc2c(c1)OCO2)N1CCOCC1)c1ccc(Cl)cc1 (centres undefined) | 0% | -26% | -12%
30 | O=C(CCCN1C(=O)/C(=C/c2ccc3c(c2)OCO3)SC1=S)Nc1cccc(C(=O)O)c1 | 3% | 15% | 7%
31 | O=C(CN1CCN(Cc2ccccc2)CC1)Nc1nc2ccccc2s1 | nt | 3% | 2%
32 | COc1ccc(-c2cc(C3CCN(CC(O)C(F)(F)F)CC3)[nH]n2)cc1 (centres undefined) | nt | ? | ?
33 | COc1ccc(OC)c(NC(=O)c2cccc(NC(=O)c3ccco3)c2)c1 | nt | ? | ?
34 | C=CCc1c(C)nc(N)[nH]c1=O | -2% | -7% | 3%
35 | CC(C)(C)NC(=O)CN(C(=O)CN1C(=O)C(=O)c2ccccc21)C(C)(C)C | 5% | 1% | -24%
36 | COc1cc(OC)cc(C(=O)NCC(=O)OCC(=O)NC2CCCc3ccccc32)c1 (centres undefined) | 1% | -18% | -14%
37 | Cc1ccc(-n2nc(C)c3c(C)onc3c2=O)cc1 | 6% | ? | 3%
38 | Cc1sc2nc(C)n(/N=C/c3ccc(O)cc3O)c(=O)c2c1C | -2% | -23% | -25%
39 | Cc1ccc(-c2cn(CCN)c(-c3ccncc3)n2)cc1 | 1% | 3% | 2%
40 | CC(C)NC(=O)/C(C#N)=C/c1ccc(N(C)C)o1 | 4% | -18% | 10%
41 | O=C(OCCN1CCCCC1)c1ccc(Cl)cc1 | 0% | -18% | -5%
42 | Cc1ccc(S(=O)(=O)N2CCN(C(=O)COC(=O)c3ccccn3)CC2)c(C)c1 | 3% | -6% | -1%
43 | Cc1ccc(-c2nn(C)c(=O)c3ccccc23)cc1S(=O)(=O)N1CCOCC1 | -8% | ? | 11µM*
44 | CCc1cccc(NC(=O)CN2C(=O)CCc3cc(S(=O)(=O)N4CCOCC4)ccc32)c1 | 1% | -28% | ?
45 | CS(=O)(=O)N(CC(=O)N1CCCCCC1)c1ccc(Br)cc1 | 3% | -22% | -24%

A few values from above:
Value of `CC(C)CC1c2[nH]c3ccccc3c2CCN1C(=O)c1cnccn1` (centres undefined) under TDP1 cell CPT: -24%
Value of `O=S(=O)(NCC(c1ccc2c(c1)OCO2)N1CCOCC1)c1ccc(Cl)cc1` (centres undefined) under DT40 TDP1 no CPT: -26%

The main list resumes with the six entries that preceded the break.
item | smiles | TDP1 block | DT40 TDP1 no CPT | TDP1 cell CPT
40 | CC(C)NC(=O)/C(C#N)=C/c1ccc(N(C)C)o1 | 4% | -18% | 10%
41 | O=C(OCCN1CCCCC1)c1ccc(Cl)cc1 | 0% | -18% | -5%
42 | Cc1ccc(S(=O)(=O)N2CCN(C(=O)COC(=O)c3ccccn3)CC2)c(C)c1 | 3% | -6% | -1%
43 | Cc1ccc(-c2nn(C)c(=O)c3ccccc23)cc1S(=O)(=O)N1CCOCC1 | -8% | ? | 11µM*
44 | CCc1cccc(NC(=O)CN2C(=O)CCc3cc(S(=O)(=O)N4CCOCC4)ccc32)c1 | 1% | -28% | ?
45 | CS(=O)(=O)N(CC(=O)N1CCCCCC1)c1ccc(Br)cc1 | 3% | -22% | -24%
46 | COc1ccc(CNC(=O)c2cnc3sc4cc(OC)ccc4n3c2=O)cc1 | 4% | -8% | 8%
47 | Cc1coc(=N)n1CC(=O)c1ccc(Cl)cc1 | nt | -13% | -7%
48 | COC(=O)CN1C(=S)N(c2ccc(OC)cc2)C(=O)/C1=C/c1cccs1 | -2% | -23% | -5%
49 | COC(=O)C(C)NC(=O)N1CCN(c2nnc(C)c3c(C)n(-c4ccc(Cl)cc4)nc23)CC1 (centres undefined) | 5% | 23µM* | ?
50 | O=C(NCC(=O)N(Cc1ccccc1)C(C(=O)NC1CCCC1)c1ccco1)c1ccco1 (centres undefined) | 4% | -3% | -4%
51 | O=C(NCCc1ccccc1)N1c2ccccc2Sc2ccccc21 | -2% | 16µM* | ?
52 | O=C(CSc1nnc(Cn2nnc3ccccc32)o1)N(Cc1ccc(F)cc1)c1ccccc1 | 1% | 7.1µM* | 7.3µM*
53 | COc1ccc(-c2cc(-c3ccccc3)nc(=O)[nH]2)cc1 | 1% | 15% | -11%
54 | COc1ccc(C(=O)Nn2cnc3ccccc3c2=O)c(OC)c1 | 0% | 1% | 1%
55 | S=C1NC(c2ccccc2)=NCN1c1ccc(Br)cc1 | 7% | ? | ?
56 | CN1CCN(c2nc3c(c(=O)[nH]c(=O)n3C)n2Cc2cccc(Br)c2)CC1 | nt | 3% | -10%
57 | Cc1ccc(S(=O)(=O)N2CCN(CCOc3ccccc3)CC2)cc1 | 10% | ? | -11%
58 | CCOc1ccc(S(=O)(=O)N2CCOCC2)cc1NC(=O)C1CSC2(C)CCC(=O)N12 (centres undefined) | 1% | -30% | -13%
59 | O=C1CCC(=O)N1Cc1c(Cl)cccc1Cl | -3% | -11% | 0%
60 | Cc1oc2c(c1C(=O)Nc1ccc(Cl)cc1F)C1=NCCN1C=N2 | 8% | 16µM* | -26%
61 | O=C(Nc1ccccn1)C1(c2cccs2)CCOCC1 | 8% | 0% | 14%
62 | Cc1cccc(C)c1C(=NCCCN(C)C)c1ccccc1 | 0% | -29% | -15%
63 | Cc1ccccc1Nc1nnc(-c2ccc(C)c(S(=O)(=O)NCC3CCCO3)c2)c2ccccc12 (centres undefined) | nt | 13µM* | ?
64 | COc1ccc(S(=O)(=O)NCCN2CCOCC2)cc1[N+](=O)[O-] | 6% | -11% | 0%
65 | Cc1ccc(-c2nnn(CC(=O)N3CCC(C)CC3)n2)o1 | 4% | -2% | -10%
66 | CCOC(=O)c1c(C)[nH]c(C)c1C(=O)CSc1nncs1 | 5% | -25% | 28%
67 | Cc1cc2ccccc2nc1-c1ccccc1F | nt | ? | 2%
68 | CC(=O)O[C@H]1CC(=O)OC(C)(C)C2CC(=O)[C@]3(C)C(CC[C@@](C)([C@@H](O[C@@H]4O[C@H](CO)[C@@H](O)[C@H](O)[C@H]4O)c4ccoc4)[C@@]34O[C@@H]4C(=O)O)[C@]21C (some centres undefined) | nt | -4% | 8%
69 | O=C(C(=O)c1ccc(O)c(O)c1)c1ccc(O)c(O)c1 | nt | 4% | 6%
70 | CC/C(=N\NC(=O)c1nnn(-c2nonc2N)c1-c1cccc(OC)c1)c1ccc(C)cc1 | 1% | ? | ?
71 | COc1ccc2c(=O)c(-c3ccccc3)coc2c1 | -5%[56.1 µM] | ? | ?
72 | COc1ccc(CC(=O)Nc2ccc3c(c2)CCC3)cc1S(=O)(=O)N1CCOCC1 | 5% | -19% | -15%
73 | Cc1ccc(NC(=O)C2C3CCCC2C3c2ccccc2)cc1C (centres undefined) | 4% | -15% | -7%
74 | Cc1ccccc1-c1nc(SCc2cccnc2)c2c(=O)n(C)c(=O)n(C)c2n1 | 3% | -24% | 3%
75 | CC(C)C[C@H](NC(=O)OC(C)(C)C)C(=O)N/N=C/c1ccc2nccnc2c1 | 3% | -24% | -15%
76 | CCn1c(SCC(=O)Nc2sc3c(c2C#N)CCCC3)nnc1-c1ccco1 | 5% | -10% | 2%
77 | C=CCc1cc(C=O)cc(OC)c1OCc1c(Cl)cccc1Cl | nt | -22% | 0%
78 | Nc1[nH]c(C(=O)c2ccccc2)c(-c2c(F)cccc2F)c1C(=O)c1ccc(Cl)c(Cl)c1 | nt | ? | ?
79 | CC(C)C(=O)NC(=S)Nc1ccc(S(=O)(=O)NC2CCCCC2)cc1 | 2% | -26% | ?
80 | CCN(C(=O)C1CCCCC1)c1nnc(-c2cccnc2)s1 | 4% | -24% | -15%
81 | CC1(C(=O)NCc2ccc3c(c2)OCO3)CCN1CCc1ccccc1 (centres undefined) | nt | -30% | ?
82 | CC(=O)Nc1ccc(S(=O)(=O)C(C#N)c2nc3ccccc3nc2NCCN2CCOCC2)cc1 (centres undefined) | 3% | -17% | 1%
83 | c1ccc(Cc2noc(CN3CCN(CCOc4ccccc4)CC3)n2)cc1 | nt | -5% | -27%
84 | CCOC(=O)C1=C(CN(C)Cc2ccccc2)NC(=O)NC1c1ccc(OC(C)C)cc1 (centres undefined) | 7% | 16µM* | 16µM*
85 | O=S(=O)([N-]c1nc2ccccc2nc1-[n+]1ccc(Cc2ccccc2)cc1)c1ccc(Br)s1 | 8% | 15µM* | 15µM*
86 | Cc1cc(C)c(C)c(S(=O)(=O)N2CCC(C(=O)OCC(=O)N3c4ccccc4NC(=O)C3(C)C)CC2)c1C | -14% | ? | -26%
87 | O=C(COC(=O)C1(c2cccc(F)c2)CCCC1)NCc1ccc2c(c1)OCO2 | -3% | ? | ?
88 | COc1cccc(NC(=O)C2C3C=CC4(O3)C2C(=O)N(CCCN2CCC(C)CC2)C4C(=O)NC2CCCCC2)c1 (centres undefined) | -6% | -14% | -3%
89 | COc1ccc(-c2nnc(SCC(=O)Nc3ccc(C)c(C)c3)s2)cc1 | 5% | ? | -28%
90 | O[C@@H](CNC[C@H](O)c1ccccc1)c1ccccc1 | 0% | -21% | -11%
91 | COc1cccc(-c2nc3c(C#N)c[nH]n3c2NC2CCC(C)CC2)c1 (centres undefined) | -6% | ? | ?
92 | COC(=O)c1cc(C(=O)OCC(=O)NCc2ccc3c(c2)OCO3)cc([N+](=O)[O-])c1 | 8% | -104% | -14%
